Tn7 DDE FP: DD(E)-Tn7 binding inhibition, primary FP screen | inhibition, % at 8.3 µM | P02675 | FP displacement of FITC-Tn7 peptide from fibrin DD(E); 0% = median of compound wells per plate | actives 0.13% (n = 370,000);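 active = inhibition above the mean of compounds falling within the control limits plus 3 SD of them, cut at about 14% in these data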;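 also: 0% = plate median of compound wells and 100% = 10 µM Aha-Tn7 peptide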
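system = human fibrin DD(E) protein | quantity = DD(E) 2 µM final | medium = Tris/NaCl/CaCl2 buffer, pH 7.8 | also added = labelled Tn7 tracer, 0.1 µM | compound dosing = single point at 8.3 µM | timing = compound with protein 10 min, then 3 h after probe, room temperature | signal = FP measurement | benchmarks = Aha-Tn7 high control | repeats = one replicate per compound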
Tn6 DDE FP: inhibitors of Tn6 peptide binding to human fibrin DD(E); actives 0.21% (n = 370,000); AID 720509; P02675; Fibrin DD(E) TRITC-Tn6 fluorescence polarization displacement; inhibition, % at 8.3 µM;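 active = inhibition above a per-campaign cutoff: mean of compounds within control limits plus 3 SD, cut at about 15% in these data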;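 also: 0% = median of all compound wells on the plate and 100% = blocking peptide control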
LEDGF integ inh: blocks HIV-1 LEDGF/p75-dependent DNA integration; TR-FRET IN-LEDGF/p75 DNA integration, Eu/Cy5; inhibition, % at 3.7 µM; actives 0.64% (n = 370,000); AID 743269;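 active = inhibition above the screen-wide mean plus 3 SD, cut at about 13% in these data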;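 also: signal is the Cy5 over europium emission ratio at 671 and 618 nm; 0% = plate median of compound wells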
ASAP1 inh: ASAP1 ArfGAP inhibition | actives 0.19% (n = 360,000) | AID 624377 | ASAP1-stimulated ARF1 GTP hydrolysis, GDP FP detection | Q9ULH1 | inhibition, % at 16.5 µM; in the data active = inhibition above about 25%;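 also: 0% = vehicle with enzyme and substrate and 100% = no enzyme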
Target sequence (Q9ULH1 325-724 limits assumed): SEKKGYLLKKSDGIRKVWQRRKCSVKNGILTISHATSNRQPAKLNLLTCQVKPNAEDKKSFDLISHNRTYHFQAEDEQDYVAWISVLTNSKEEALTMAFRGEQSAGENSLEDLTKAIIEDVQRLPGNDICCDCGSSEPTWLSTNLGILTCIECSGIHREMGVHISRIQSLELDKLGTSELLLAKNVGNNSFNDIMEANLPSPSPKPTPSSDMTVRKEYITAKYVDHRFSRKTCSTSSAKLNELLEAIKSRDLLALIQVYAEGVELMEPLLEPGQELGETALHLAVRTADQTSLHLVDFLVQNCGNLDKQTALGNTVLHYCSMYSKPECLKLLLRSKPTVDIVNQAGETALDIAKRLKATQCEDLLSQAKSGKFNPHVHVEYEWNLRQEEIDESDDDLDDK
ADAM17 inh: inhibitors of human ADAM17 | P78536 | recombinant ADAM17, EDANS/DABCYL FRET peptide cleavage | inhibition, % at 6.95 µM | actives 0.83% (n = 370,000);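 active = inhibition above the mean of compounds lying between control limits plus 3 SD, set per campaign, cut at about 8.5% in these data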;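 also: 0% = DMSO-only wells as the low control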
ARFGAP1 inh: inhibitors of rat ARFGAP1 | Arfgap1-stimulated ARF1 GTP hydrolysis, GDP FP detection | inhibition, % at 16.5 µM | actives 0.26% (n = 360,000);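 active = inhibition above a per-plate limit, mean inhibition of low control wells plus 3 SD, cut at about 25% in these data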;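 also: 0% = DMSO wells with enzyme and 100% = wells lacking Arfgap1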
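Assay system: Rat Arfgap1 GAP domain (His6, aa 1-136), purified enzyme | Buffer or medium: HEPES 25 mM pH 7.5, NaCl 150 mM, MgCl2, DTT | Schedule: GTP hydrolysis reaction 2 h at 25 °C | Signal: FP of antibody-bound GDP Alexa 633 tracer, ex 620/em 688 nm | Measure: Percent inhibition of Arfgap1-stimulated GTP hydrolysis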
TDP2 absorb: TDP2 (human) inhibition, absorbance primary screen; O95551; recombinant TDP2, T5PNP hydrolysis, p-nitrophenol absorbance 415 nm; inhibition, % at 12.8 µM; actives 0.34% (n = 370,000);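 active = inhibition above the mean of all tested compounds plus 3 SD, set per campaign, cut at about 25% in these data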;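 also: 0% = DMSO with enzyme and 100% = buffer with substrate but no TDP2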
Target sequence (O95551 whole entry, looked up): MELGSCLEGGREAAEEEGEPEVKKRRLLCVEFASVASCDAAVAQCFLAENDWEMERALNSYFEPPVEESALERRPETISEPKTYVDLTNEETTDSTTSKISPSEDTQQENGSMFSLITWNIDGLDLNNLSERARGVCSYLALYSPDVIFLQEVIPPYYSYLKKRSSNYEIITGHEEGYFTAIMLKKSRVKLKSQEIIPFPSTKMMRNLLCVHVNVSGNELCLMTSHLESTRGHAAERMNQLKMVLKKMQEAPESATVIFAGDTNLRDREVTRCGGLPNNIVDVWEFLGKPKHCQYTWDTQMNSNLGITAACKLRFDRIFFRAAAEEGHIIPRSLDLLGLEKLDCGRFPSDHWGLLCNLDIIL
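Read-out basis: percent inhibition. System: recombinant human TDP2. Buffer or medium: Mg2+-containing Tris-HCl buffer, pH 7.5. Repeats: single replicate. Timing: reaction 2 h, 37 °C. Benchmarks: high control without enzyme, low control DMSO plus TDP2. Probe or stimulus: 5 mM T5PNP. Doses: 12.8 µM only. Measured by: epi absorbance of p-nitrophenol freed from T5PNP by hydrolysis.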
PLC-gamma1 inh: blocks human PLC-gamma1 enzyme activity; P19174; purified PLC-gamma1, fluorogenic substrate, fluorescence; inhibition, % at 12.2 µM; actives 0.84% (n = 370,000); AID 720700; in the data active = inhibition above about 9.5%
ADAM10 inh: ADAM10 inhibition, QFRET primary screen. O14672. recombinant ADAM10, EDANS/DABCYL FRET peptide cleavage, 3 h. inhibition, % at 7 µM. actives 0.62% (n = 370,000);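 active = inhibition above a per-campaign cutoff equal to the mean of compounds falling between control-based bounds plus 3 SD, cut at about 20% in these data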;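 also: 0% = DMSO wells while the 100% control is not disclosed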
KLK7 zymogen act: proKLK7 (human) activation, primary screen. P49862. purified proKLK7, EDANS-DABCYL substrate fluorescence; 100% is mature enzyme control, 0% vehicle. activation, % at 7 µM. actives 0.9% (n = 370,000). AID 652039;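 active = activation above the mean of all tested compounds plus 3 SD, computed per campaign excluding outliers beyond control limits, cut at about 13% in these data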
Target sequence (P49862 whole entry, looked up): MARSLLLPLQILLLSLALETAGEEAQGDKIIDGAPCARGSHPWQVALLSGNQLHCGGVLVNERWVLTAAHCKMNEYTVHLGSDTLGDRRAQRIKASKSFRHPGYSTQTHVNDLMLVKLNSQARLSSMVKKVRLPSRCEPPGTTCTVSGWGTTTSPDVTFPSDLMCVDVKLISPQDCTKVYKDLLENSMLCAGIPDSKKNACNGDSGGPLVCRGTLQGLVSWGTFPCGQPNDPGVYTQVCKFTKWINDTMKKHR
* = called active by the depositor; x = not tested or not shown; & = joins results of further samples. Rows were taken by chance; overall some 4.2% were active at least once.

SMILES	Tn7 DDE FP	Tn6 DDE FP	LEDGF integ inh	ASAP1 inh	ADAM17 inh	ARFGAP1 inh	TDP2 absorb	PLC-gamma1 inh	ADAM10 inh	KLK7 zymogen act
COc1ccccc1CNC(=O)CN(c1ccc(C)cc1)S(=O)(=O)c1c(C)n[nH]c1C	-1	-3	-1	1	0	1	-8	1	-2	-0.2
CC(C)NC(=O)NC(=O)COc1cccc2c1OC(C)(C)C2	1	3	-4	-8	0	7	-4	4	6	0.1
C=CCOc1ccc(/C=C/C(=O)OCc2csc(CC(=O)Nc3ccccc3C)n2)cc1	-3	1	2	-14	0	13	5	2	-8	-0.5
CC(=O)OCC(=O)[C@@]1(O)CCC2C3CCC4=CC(=O)CCC4(C)C3C(=O)CC21C (stereo partly drawn)	-1	-1	-2	-3	-6	-2	4	-3	-7	-1.3
O=C(CCS(=O)(=O)c1ccc(Br)s1)Nc1ccccc1Br	2	6	-2	1	-2	0	4	1	-2	-0.1
C(=C\c1ccccc1)/CNCC1CCCO1 (stereo not drawn)	-4	8	3	4	-4	-1	8	1	1	0.0
COCCCn1c(=O)c2ccccc2n(Cc2ccccc2)c1=O	6	-3	2	12	-1	-5	9	-2	-2	-0.2
CCCOc1ccc(C(=O)c2nc3c(n2O)CCCCC3)cc1	5	7	-1	8	-3	-8	4	-5	-3	1.3
Cc1cccc(/C(N)=N/OC(=O)c2cccnc2)c1	5	-3	-3	-1	1	-3	0	3	-1	0.7
O=C1NC(=S)S/C1=C\c1cc(Cl)ccc1Cl	-1	-2	5	-20	4	-14	-17	11*	11	-0.5
CCOc1nc(NCCO)nc(Nc2ccc([N+](=O)[O-])cc2)n1	6	2	1	1	1	1	2	3	6	0.4
CCCC1CCC2(CCCN2CCOC(=O)Nc2ccc(Br)cc2)CC1 (stereo not drawn)	3	6	-1	x	-2	x	-2	1	-5	x
CC1Cc2ccccc2N1C(=O)CN1C(=O)COc2ccccc21 (stereo not drawn)	0	7	2	-12	-7	-11	1	-2	-4	0.2
Cc1ccc(-c2csc(N(CC3CCCO3)C(=O)c3ccco3)n2)cc1 (stereo not drawn)	-4	-9	-2	9	3	0	-11	11*	-9	0.1
COc1ccc(C2(C(=O)N3CCOCC3)CCOCC2)cc1OC	4	5	5	-5	-4	-4	12	0	7	0.0
COc1ccc(CC(=O)Nc2nc(-c3ccncc3)cs2)cc1	6	-6	-4	-10	-5	-6	1	-5	6	-0.2
Cc1nn(Cc2ccccc2)c(C)c1NC(=O)Cn1nc([N+](=O)[O-])c(Cl)c1C	-15	1	-3	6	0	-1	4	1	-6	-0.1
O=C(CCS(=O)(=O)c1ccc(F)cc1)N1CCOCC1	-5	3	-2	8	2	12	-24	4	7	0.2
CCCc1c(C(=O)NNc2ccc(C)cc2)cnn1-c1ccccc1	5	2	-4	10	-2	5	1	-2	-5	0.9
COC(=O)C1=C(N)Oc2cc(C)n(Cc3ccccc3)c(=O)c2C1c1ccccc1 (stereo not drawn)	5	11	-1	2	-3	-5	0	4	-6	0.0
COc1ccc(NC(=O)CN2c3cccc4cccc(c34)S2(=O)=O)cc1	0	8	3	7	-39	-3	8	-106	-110	-0.7
CCOC(=O)[C@]12CCCC=C1N(Cc1ccc3c(c1)OCO3)C(=O)[C@H](CC(=O)N1CCCCC1)C2	-2	-9	1	-2	-3	-1	7	0	-5	0.5
COc1ccc(CNC(=O)COC(=O)c2ccc(C)c(S(=O)(=O)N3CCOCC3)c2)cc1	3	2	2	4	-2	14	1	-2	-2	-0.1
O=C(NCc1ccc(F)cc1)c1cccnc1	3	-3	3	0	1	6	22	2	3	-0.2
CC(C)(C)C1CCC2(CC1)C(C#N)=C(SCC(=O)NC1CCCCC1)NC(=O)C2C#N (stereo not drawn)	1	-2	1	-6	0	-9	6	2	10	-0.4

More results
SMILES	Tn7 DDE FP	Tn6 DDE FP	LEDGF integ inh	ASAP1 inh	ADAM17 inh	ARFGAP1 inh	TDP2 absorb	PLC-gamma1 inh	ADAM10 inh	KLK7 zymogen act
Cc1ccc(S(=O)(=O)N2CCN(CC(=O)Nc3ccc([N+](=O)[O-])cc3)CC2)cc1C	-3	4	1	5	-3	-12	6	2	-1	-0.3
Cc1ccc(CSc2nnc(SCC(=O)N/N=C/C=C/c3ccco3)s2)cc1	-3	-3	-2	0	-1	10	6	-3	-4	0.3
CCCCOc1ccccc1C1NC(=O)NC(C)=C1C(=O)OCc1ccco1 (stereo not drawn)	-9	-2	1	-6	0	7	-9	1	-6	0.0
O=C(Nc1nnc(COc2ccccc2)s1)C1CCN(S(=O)(=O)c2ccc(Cl)cc2)CC1	-3	4	0	6	-5	1	0	6	-1	-0.1
S=C(Nc1ccccc1)OC1CCC12CCC(c1ccccc1)CC2 (stereo not drawn)	4&-1	6&-1	-4&-4	x	4&-3	x	3&6	3&-1	5&-6	0.4&0.1
CC1CC(C)CN(C(=O)CN(C)S(=O)(=O)c2ccc3c(c2)c(=O)n(C)c(=O)n3C)C1 (stereo not drawn)	-1	-2	2	4	-2	6	-8	-1	0	-0.4
N#CC(C(=O)NC1CCCCC1)c1nc2ccccc2nc1N1CCN(c2ccccc2F)CC1 (stereo not drawn)	-5	1	1	1	-3	0	-1	-3	-4	-0.5
Cc1ccc(C(=O)CSc2nnc(-c3ccc4[nH]c(C)c(C)c4c3)o2)cc1C	-2	2	1	-16	-3	-2	0	0	-10	-0.4
COc1cccc(-c2cccc(NC(=O)C3CCN(Cc4ccon4)CC3)c2)c1	5	0	1	1	-2	-8	-2	3	4	0.0
CCCC1CC(C)(C(=O)Cn2[nH]c(=O)ccc2=O)OC1=O (stereo not drawn)	7	3	-1	-16	4	10	-4	2	8	0.1
O=C(N/N=C/c1ccco1)c1cc(Br)ccc1OCc1ccccc1	-7	-6	0	2	1	0	-1	-3	1	-3.3
Cc1cnc(NC(=O)c2sc(Nc3ccccc3)nc2N)o1	-5	-2	2	1	1	7	2	6	9	0.6
CCOc1ccc(S(=O)(=O)N2CCN(C(=O)c3ccc(-n4cncn4)c([N+](=O)[O-])c3)CC2)cc1	-2	-1	-3	10	-4	-1	1	-4	0	0.8
O=S(=O)(c1cccs1)N1CCN(CC(O)COC2CCCc3ccccc32)CC1 (stereo not drawn)	-1	-3	2	-12	1	2	2	3	7	0.6
COc1ccc(Cl)cc1NC(=O)NNC(=O)C(=O)Nc1ccc(F)cc1	-1	3	65*	-9	-1	-6	-3	-4	-7	-0.4
COc1ccc2ccccc2c1/C=N/NC(=S)Nc1cc(S(=O)(=O)N2CCOCC2)ccc1N1CCOCC1	8	5	1	-1	2	10	5	-4	8	-2.3
COc1ccccc1NC(=O)c1ccccc1C(=O)Nc1ccccc1OC	4	3	-1	-5	-2	5	14	2	-1	0.0
CCN(CC(=O)Nc1ccc(OC)cc1)C(=O)c1ccc(OCc2c(C)noc2C)cc1	4	-4	1	-5	1	-4	5	0	-10	0.0
C[C@]12c3[nH]c4ccc(Cl)cc4c3CCN1C(=O)[C@@H](CC(=O)NCCCn1ccnc1)C[C@@H]2C(=O)N1CCCCC1	0	2	5	-6	-1	-11	1	2	-5	0.4
CCCc1ccc2oc(C(=O)N(Cc3ccncc3)CC3CCCO3)c(C)c2c1 (stereo not drawn)	3	6	1	6	3	-23	8	3	0	0.2
CC(C)C(c1nnnn1C1CCCC1)N1CCC(C(N)=O)CC1 (stereo not drawn)	-6	3	4	-4	2	6	3	1	0	-0.1
CCOC(=O)/C=C/c1nc(C(=O)OCC)c(C)c(=O)[nH]1	-3	-2	-1	-12	-1	0	0	1	-1	0.8
Cc1cc(C)n2nc(CC(=O)NCc3ccc(F)cc3)nc2n1	4	-1	-1	7	-3	5	4	2	4	-0.2
OCCC1CN(Cc2cccs2)CCN1Cc1ccccc1 (stereo not drawn)	-4	-7	2	-1	0	-6	-12	6	-1	0.3
CCN(CC)S(=O)(=O)c1ccc2c(c1)nc(CCC(=O)Nc1ccc3c(c1)OCO3)n2C	1	6	0	0	-1	8	-6	-5	-3	0.2

In the list so far, three have a thiophene ring, fused or not.
SMILES	Tn7 DDE FP	Tn6 DDE FP	LEDGF integ inh	ASAP1 inh	ADAM17 inh	ARFGAP1 inh	TDP2 absorb	PLC-gamma1 inh	ADAM10 inh	KLK7 zymogen act
O=C(CCS(=O)(=O)c1ccc(Br)s1)Nc1ccccc1Br	2	6	-2	1	-2	0	4	1	-2	-0.1
O=S(=O)(c1cccs1)N1CCN(CC(O)COC2CCCc3ccccc32)CC1 (stereo not drawn)	-1	-3	2	-12	1	2	2	3	7	0.6
OCCC1CN(Cc2cccs2)CCN1Cc1ccccc1 (stereo not drawn)	-4	-7	2	-1	0	-6	-12	6	-1	0.3

New compounds follow
SMILES	Tn7 DDE FP	Tn6 DDE FP	LEDGF integ inh	ASAP1 inh	ADAM17 inh	ARFGAP1 inh	TDP2 absorb	PLC-gamma1 inh	ADAM10 inh	KLK7 zymogen act
Cc1ccc(C)c(NC(=S)N2CCC(N(C)CC3CCCO3)CC2)c1 (stereo not drawn)	6	-3	-8	-6	-1	0	-10	-1	-2	-0.1
CC1CC(C)CN(C(=O)COC(=O)c2ccc(S(=O)(=O)N(C)c3ccccc3)cc2)C1 (stereo not drawn)	-6	-7	7	8	6	-11	-13	9	16	0.4
Clc1ccc(Nc2ccccc2)nn1	-1	2	5	-3	-4	-8	7	1	-5	0.5
CC(C)NOC(=O)c1ccc(Cl)cc1	-2	-4	0	-5	-1	7	5	1	1	-0.1
CN1CCN(CCCNC(=O)c2nnc(Cc3c(F)cccc3Cl)o2)CC1	-2	5	-4	1	-3	0	2	3	-1	-0.3
Cc1cc(C)c(/C([O-])=C(/C(=S)Nc2ccc(SC(F)F)cc2)[n+]2ccccc2)cc1C	3	6	0	7	3	-3	-6	0	3	-0.6
CC(C)CC(NC(=O)C(NC(=O)OC(C)(C)C)C(C)C)C(=O)N1CCCC1C(N)=O (stereo not drawn)	-2	-5	-1	-4	-3	1	-5	-2	-3	0.3
CCCOc1ccc(NC(=O)C2CC(=O)N/C(=N/N=C(\C)CCc3ccc4c(c3)OCO4)S2)cc1 (stereo not drawn)	6	4	-4	-1	1	18	-2	-2	-5	-0.2
O=C(Nc1nccs1)c1csc([C@H]2C[C@H](O)[C@@H](CO)O2)n1	3	-4	-3	-1	-3	-5	7	6	-21	-0.6
O=C(COC(=O)COc1ccccc1)Nc1cccnc1Cl	-5	-1	1	-3	1	8	0	1	-4	1.1

Compound activity (PubChem)
